ANO1 activ: TMEM16A chloride channel activators or potentiators, primary screen, cell-based, HTS; Anoctamin-1 (Mus musculus), Q8BHY3; HEK293 TMEM16A/YFP-H148Q/I152L, iodide quench fluorescence; active compounds read low; B-score at 10 µM; actives 0.3% (n = 340,000); AID 623877, 2012;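 active means fluorescence-ratio B-score plate-corrected deviation score at least 3 library SD below zero, with starting fluorescence score within 5 deviations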;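 further: channel opened by trigger with iodide after compound preincubation; score built on the fluorescence ratio of max minus min over baseline; more negative score means more quench and so TMEM16A activation or potentiation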
KCNK3 inh: human KCNK3 channel inhibitors, primary screen, CHO cells, FluxOR thallium flux, B-score | Potassium channel subfamily K member 3 (Homo sapiens), O14649 | B-score at 10 µM | FluxOR fluorescence; active compounds read low | actives 0.84% (n = 340,000);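 active means B-score under library mean minus 4 SD, starting fluorescence ratio at most library mean plus 5 SD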;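 further: more negative B-score means stronger inhibition of thallium flux through KCNK3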
Target sequence (O14649 whole entry, looked up): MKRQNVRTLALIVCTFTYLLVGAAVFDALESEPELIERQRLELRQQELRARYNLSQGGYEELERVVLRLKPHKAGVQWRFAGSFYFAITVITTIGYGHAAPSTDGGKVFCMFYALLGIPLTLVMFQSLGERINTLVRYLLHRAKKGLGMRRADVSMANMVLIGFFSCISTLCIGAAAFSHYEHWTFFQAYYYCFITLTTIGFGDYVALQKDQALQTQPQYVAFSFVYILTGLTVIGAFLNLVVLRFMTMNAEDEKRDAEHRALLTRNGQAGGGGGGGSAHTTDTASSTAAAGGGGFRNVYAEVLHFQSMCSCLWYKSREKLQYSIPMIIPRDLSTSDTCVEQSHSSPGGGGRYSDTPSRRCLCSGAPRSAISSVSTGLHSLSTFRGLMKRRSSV
The depositor's hits bear a star; i = inactive. This is a subset (hit frequency here may not be typical).

A first look (3 entries):
ANO1 activ	KCNK3 inh	canonical_smiles
i	i	CCOC(=O)C1(NC(=O)CN2C(=O)c3ccccc3C2=O)CCCC1
i	i	CCOC(=O)N1CCN(C(=O)COC(=O)c2cccc(C)c2[N+](=O)[O-])CC1
i	i	O=C(CCCCn1cnc2c(=S)nc[nH]c21)Nc1ccc(C(=O)O)c(O)c1

All compounds of this part, from the start:
ANO1 activ	KCNK3 inh	canonical_smiles
i	i	CCOC(=O)C1(NC(=O)CN2C(=O)c3ccccc3C2=O)CCCC1
i	i	CCOC(=O)N1CCN(C(=O)COC(=O)c2cccc(C)c2[N+](=O)[O-])CC1
i	i	O=C(CCCCn1cnc2c(=S)nc[nH]c21)Nc1ccc(C(=O)O)c(O)c1
i	i	O=S(=O)(O)c1ccc(NN=Cc2ccccc2O)cc1
i	i	CCN(C(=O)COC(=O)CCCc1c[nH]c2ccccc12)c1c(N)n(Cc2ccccc2)c(=O)[nH]c1=O
i	i	CN(Cc1ccc(OC(F)F)cc1)C(=O)c1cccc(S(=O)(=O)N2CCN(Cc3ccccc3)CC2)c1
i	i	COc1ccc(-c2csc(NC(=O)C3=COCCO3)n2)cc1OC
i	i	CN(C(=O)CSc1nc2ccccc2[nH]1)C1CCS(=O)(=O)C1 (stereo not given)
i	i	Cc1cc(C)c(C)c(S(=O)(=O)N2CCC(C(=O)NC3=NCCS3)CC2)c1C
i	i	Cc1cccc(NS(=O)(=O)c2ccc(C)c(C(=O)N3CCN(C(=O)c4ccco4)CC3)c2)c1
i	i	Cn1cccc1C(=O)NC1CCCCCC1
i	i	CON(C)S(=O)(=O)c1cccc(C(=O)Nc2cccc(S(=O)(=O)NC3=NCCCCC3)c2)c1
i	i	NC1(C(=O)O)CCCCC1c1ccccc1 (stereo not given)
i	i	CCCCn1c(N)c(N(CCOC)C(=O)CCCn2c(=O)oc3ccccc32)c(=O)[nH]c1=O
i	i	CC(=O)OC1CC2(C)C(C(C)=O)CCC2C2CCC3=CC(=O)CCC3(C)C12 (stereo not given)
i	i	COc1cc(OC)cc(C(=O)NC(C(=O)Nc2ccc3nc(C)sc3c2)C(C)C)c1 (stereo not given)
i	i	Cc1ccc(CC2(c3ccccc3)NC(=O)NC2=O)cc1 (stereo not given)
i	i	COc1ccccc1N1CCN(C(=O)c2cccc(S(=O)(=O)N3CCCCCC3)c2)CC1
i	i	COC(=O)C=CC(=NNc1ccccc1)c1ccccc1
i	i	O=C1/C(=C/c2ccccc2)CCc2ccc(Cl)nc21
i	i	CC(=O)C(C(c1ccccc1)N1CCOCC1)N1CCOCC1 (stereo not given)
i	-9.9*	CC[n+]1ccc(/C=C/c2ccc(N(C)C)cc2)c2ccccc21
i	i	c1ccc(-c2nnc3nc(N4CCCCC4)nc(N4CCCCC4)n23)cc1
i	i	O=C1C2CCCCN2C(=O)N1CCN1CCN(c2cccc(Cl)c2)CC1 (stereo not given)
i	i	Fc1ccc(-c2nnc(-c3ccc4ccccc4c3)o2)cc1
i	i	CC(=NNc1nc2ccccc2s1)c1ncccn1
i	i	CC(=O)Nc1cccc(/C(C)=N/Nc2ccc(S(=O)(=O)Nc3ccccc3C(=O)O)cc2[N+](=O)[O-])c1
i	i	COc1ccc(CC(=O)NCc2ccc(Cl)cc2)cc1S(=O)(=O)N1CCOCC1
i	i	Cc1noc(C)c1COC(=O)c1ccc(F)c(S(=O)(=O)N2CCOCC2)c1
i	i	Cc1cccc(C(=O)OCC(=O)N(C)C(c2ccccc2)c2ccccc2)c1[N+](=O)[O-]
i	i	O=C(c1cccnc1)N(Cc1ccccc1)C(=O)c1cccnc1
i	i	C[n+]1c(-c2ccccc2)cc2c(=Cc3ccc([N+](=O)[O-])cc3)c3ccccc3n21
i	i	O=C1c2ccccc2C(=O)N1CCCCCCN1C(=O)c2ccccc2C1=O
i	i	Cc1ccc(Nc2ncnc(Cl)c2N)cc1
i	i	COCCN(Cc1nc2ccccc2c(=O)[nH]1)C(=O)c1cccc(S(=O)(=O)N2CCCC2)c1
i	i	CNC(=O)c1cc(NC(=O)N(CCC#N)CCN(C(=O)NC(Cc2ccccc2)C(=O)NC(CC(C)C)C(=O)NC)c2ccccc2)ccc1OC (stereo not given)
i	i	Cc1ccccc1C(=O)OCC(=O)NCC1COc2ccccc2O1 (stereo not given)
i	i	CCN(CC(=O)Nc1ccc(OC)cc1)C(=O)c1ccc(OCc2c(C)noc2C)cc1
i	i	CC1CCCC(NC(=O)CN2C(=O)NC(c3ccccc3)(c3ccccc3)C2=O)C1C (stereo not given)
i	i	Cc1ccccc1NC(=O)Cc1nc(COC(=O)c2ncc(Cl)c(Cl)c2Cl)cs1
i	i	O=C(NNC(=S)Nc1ccc(C(=O)O)c(O)c1)c1ccncc1
i	i	O=C(O)C(=Cc1cc2c(cc1[N+](=O)[O-])OCO2)c1cc2c(cc1Br)OCO2
i	i	O=c1c(Br)c(Br)cnn1-c1ccccc1
i	i	CC(C)[C@H](NC(=O)c1ccc(Br)cc1)C(=O)NC1CCCCC1
i	i	CC(=NNC(=S)N(Cc1ccccn1)Cc1ccccn1)c1cnccn1
i	i	CC1C(C)N(C(=O)CCl)c2ccccc2N1C(=O)CCl (stereo not given)
i	i	Cc1cc(C)c(NC(=O)CN(C)C(=O)C2CC(=O)N(c3cccc4ccccc34)C2)c(C)c1 (stereo not given)
i	i	COc1ccc(N=Cc2ccccc2O)cc1
i	i	CCN(CC)CC(C)(C)C(=O)/C=C/c1ccc(/C=C/C(=O)C(C)(C)CN(CC)CC)cc1
i	i	Cc1ccc(NC(=O)COc2ccccc2C#N)cc1S(=O)(=O)N1CCCCCC1
i	i	O=C(Cc1ccccc1)c1ccc(O)cc1O
i	i	CN1/C(=C/C(=O)COC(=O)CN2C(=O)C3CC=CCC3C2=O)C(C)(C)c2ccccc21 (stereo not given)
i	i	CCN1C[C@@H]2[C@@H]3C(=O)N(Cc4ccccc4)C(=O)[C@@H]3[C@](C)(C1=O)N2C(=O)c1ccc(Cl)cc1
i	i	CC(CNc1ccc(Cl)cc1)(CNc1ccc(Cl)cc1)[N+](=O)[O-]
i	i	COc1ccc(OCCCC(=O)OCC(=O)N2CCN(S(=O)(=O)c3ccc(C)cc3C)CC2)cc1
i	i	CCOC(=O)c1ccccc1OC(=O)NNc1ccccc1

Remaining list, next part:
ANO1 activ	KCNK3 inh	canonical_smiles
i	i	CN(CCNC(=O)c1c[nH]c2c1ccc1ccccc12)CCNC(=O)c1c[nH]c2c1ccc1ccccc12
i	i	CC(C)(C)NC(=O)NC(=O)COC(=O)C1CCN(S(=O)(=O)c2cccs2)CC1
i	i	COc1ccc(NC(=O)CNc2cc(C)ccc2C)cc1S(=O)(=O)N1CCOCC1
i	i	CS(=O)(=O)c1ccc(Cl)c(NC(=O)COC(=O)C23CC4CC(CC(C4)C2)C3)c1
i	i	CCC1(CC)NC(=S)NC1=S
i	i	COc1ccc(C(=Cc2cc(OC)c(OC)cc2[N+](=O)[O-])C(=O)O)cc1
i	i	NCC1OC(n2cnc3c(N)ncnc32)CC1O (stereo not given)
i	i	Cc1n[nH]c2c([N+](=O)[O-])c(=O)[nH]c(=O)n12
i	i	Cc1ccc2c(C)c(C(=O)Nc3cccnc3)oc2c1C
i	i	CC(C)c1cc(CN2C(C)COCC2C)cc(C(C)C)c1O (stereo not given)
i	i	CCNC(=O)c1cccc(NC(=O)CN2C(=O)NC3(CCCCC3)C2=O)c1
i	i	O=C(NC(CSC(=O)c1ccccc1)C(=O)O)OCc1ccccc1 (stereo not given)
i	-10*	CCN1C(=O)/C(=C/c2cn(-c3ccccc3)nc2-c2cccnc2)SC1=S
i	i	O=C(CCl)Nc1c[nH]c(=O)[nH]c1=O
i	i	COc1cccc(C(C#N)NCCCNC(C#N)c2cccc(OC)c2OC)c1OC (stereo not given)
i	i	Cc1ccc(S(=O)(=O)Nc2c(C)cc([N+](=O)[O-])cc2C)cc1
-26*	i	N/C(=N\OS(=O)(=O)c1ccc2ccccc2c1)c1ccccn1
i	i	COc1ccc(Cl)cc1NC(=O)CSc1nnc(C2CC2)n1N
i	i	Cc1ccc(CNC(=O)CN2C(=O)NC3(CC(C)CC(C)(C)C3)C2=O)cc1 (stereo not given)
i	i	O=C(COC(=O)Cc1ccc(Cl)cc1)NCc1ccc(F)cc1
i	i	Cc1ccc(S(=O)(=O)N2CCOCC2)cc1C(=O)NC1CCN(Cc2ccccc2)CC1
i	i	CC(C)OCCCNc1nc2c(cnn2C)c(=O)[nH]1
i	i	COc1ccc2cc(CNCCOCCOCCNCc3ccc4cc(OC)ccc4c3)ccc2c1
i	i	Cn1c(=O)c2[nH]c(COc3ccccc3)nc2n(C)c1=O

Sorted by formula weight (smallest number first): part of the list above
ANO1 activ	KCNK3 inh	canonical_smiles
i	i	CC(C)OCCCNc1nc2c(cnn2C)c(=O)[nH]1
i	i	Cc1ccc(S(=O)(=O)Nc2c(C)cc([N+](=O)[O-])cc2C)cc1
-26*	i	N/C(=N\OS(=O)(=O)c1ccc2ccccc2c1)c1ccccn1
i	i	Cc1ccc(CNC(=O)CN2C(=O)NC3(CC(C)CC(C)(C)C3)C2=O)cc1 (stereo not given)
i	i	Cc1ccc(S(=O)(=O)N2CCOCC2)cc1C(=O)NC1CCN(Cc2ccccc2)CC1
i	i	COc1ccc2cc(CNCCOCCOCCNCc3ccc4cc(OC)ccc4c3)ccc2c1

(list continues)
ANO1 activ	KCNK3 inh	canonical_smiles
i	i	Cc1[nH]c(N)nc(=S)c1CCCNc1ccccc1
i	i	Cc1ccccc1NP1(=O)OCCCN1Cc1ccccc1Cl (stereo not given)
i	i	CCN1CCC(O)(/C=C/c2ccc(C(C)C)cc2)C(C(=O)/C=C/c2ccc(C(C)C)cc2)C1 (stereo not given)
i	i	Cn1c(CCC(=O)Nc2ccc(S(C)(=O)=O)cc2)nc2cc(S(=O)(=O)N3CCOCC3)ccc21
i	i	O=CNc1c(Cl)cc2c(c1Cl)Cc1cc([N+](=O)[O-])ccc1-2
i	i	CCCCn1c(N)c(N(CCC(C)C)C(=O)CSc2nncn2-c2ccccc2)c(=O)[nH]c1=O
i	i	Clc1ccc(CSc2cnnc3ccccc23)cc1Cl
i	i	CC(=O)c1cc2c(cc1F)C(C)(C)CCC2(C)C
i	i	Cc1ccc(NS(=O)(=O)c2cc(C(=O)NCCCN(C)C)ccc2Cl)cc1Cl
i	i	CCCC1(c2ccsc2)NC(=O)NC1=O (stereo not given)
i	i	Cn1cnc2c(cnn2C)c1=N
-6.6*	i	CCOc1cc2c(cc1O)C(=NOC)CC1C2CCC2(C)C(O)CCC12 (stereo not given)
i	i	CC(=O)Nc1ccc(C=CC=Cc2cccc([N+](=O)[O-])c2)cc1
i	i	COc1ccccc1C1OCC(C)([N+](=O)[O-])CO1 (stereo not given)
i	i	COc1ccccc1NS(=O)(=O)c1cc(C(=O)Nc2ccc(S(=O)(=O)Nc3onc(C)c3C)cc2)ccc1C
i	i	CCOC(=O)C1(CCC(=O)OCc2ccccc2)CCCCC1=O (stereo not given)
i	i	O=C(OCC(=O)N1CCN(C(=O)COC(=O)c2ccccc2NCCO)CC1)c1ccccc1NCCO
i	i	CC(=O)c1ccc(NC(=O)CSc2nc3nn(-c4ccccc4)c(=O)c-3c3n2CCCCC3)cc1
i	i	CN(C)S(=O)(=O)c1cccc(NC(=O)c2cccc(N3C(=O)CCC3=O)c2)c1
i	i	O=C(COC(=O)c1cc(=O)[nH]c2ccccc12)NC1CCCCC1
i	i	CC(=O)c1ccc(OCC(=O)N2CCN(S(=O)(=O)c3ccc(Br)s3)CC2)cc1
i	i	Cc1ccc(S(=O)(=O)N(C)c2ccc(OCC(=O)OCc3cccc(Br)c3)cc2)cc1
i	i	CN(C)c1ccc(C=NN2CCCCCC2)cc1
i	i	CCOc1ccc2c(S(=O)(=O)O)cccc2c1[N+](=O)[O-]
-5.1*	i	CCN(CC)c1ccc(C=C2SC(=S)NC2=O)cc1
-8*	i	Cc1c(N2C(=O)/C(=C/c3ccc(N(C)C)cc3)N(C)C2=S)c(=O)n(-c2ccccc2)n1C
i	i	CC1CC(NC(=O)c2c(O)nc3ccccn3c2=O)CC(C)(C)C1 (stereo not given)
i	i	N#CCCN(C(=S)Nc1ccc(S(=O)(=O)N2CCOCC2)cc1)c1ccccc1F
i	i	Cc1cc(C)c(NC(=O)CN(C)C(=O)CCC(=O)c2ccc(C)s2)c(C)c1
i	i	C=CC(=O)N1C/C(=C/c2ccc(Cl)cc2)C(=O)/C(=C\c2ccc(Cl)cc2)C1
i	i	CC12CCC(=O)C=C1C(F)CC1C2C(O)CC2(C)C1CCC2(O)C(=O)CO (stereo not given)
i	i	CC(C)(C)NC(=O)C1(N2C(=O)c3ccccc3C2=O)CCCC1
i	-8.9*	CN(CCC#N)C(=O)COC(=O)c1c2c(nc3ccccc13)/C(=C\c1ccco1)CC2
i	i	Nc1ccc2c(c1)[nH]c(=O)c1ccccc12
i	i	CC(=O)OCC(=O)C1(O)CCC2C3CCC4=CC(=O)CCC4(C)C3(F)C(O)CC21C (stereo not given)
i	i	CC1=NN(c2ccc([N+](=O)[O-])cc2)C(=O)C1
i	i	C(=NN1CCCCCC1)c1cccc2ccccc12
i	i	CN(C)CCNC(=O)c1cccc2nc3cccc(F)c3nc12
i	i	CC(OC(=O)CCN1C(=O)C2CC=CCC2C1=O)C(=O)Nc1ccc(F)cc1 (stereo not given)
i	i	O=C(O)CNC(=O)C1(N2C(=O)c3ccccc3C2=O)CCCC1
i	i	CC(=O)OC1CCC2(C)C3=CCC4(C)C(C(C)=O)=CCC4C3CCC2C1 (stereo not given)
i	i	Cc1ccc(C2(C)NC(=O)N(CC(=O)N3CCN(C(=O)c4cccs4)CC3)C2=O)cc1 (stereo not given)
i	i	COc1ccc(C=CC(=O)c2c(OC)cc(OC)c(OC)c2O)cc1
